Compound activity deposited in PubChem by National Center for Advancing Translational Sciences (NCATS).
JMJD2A Tudor: inhibitors of human JMJD2A Tudor domain; O75164; AlphaScreen JMJD2A-Tudor / H3K4me3 peptide binding; Potency, µM (top dose mostly 114 µM), without a hit: at the top dose activity change, negative = inhibition, most hits filed as inhibitors; hit rate 4.4% among 390,000; further: potency means the concentration at half of the fitted maximal effect; on the % scale 0 is the no-effect control and ±100 the full control effect; nearly all actives have a fitted effect of over 50% in size
BAZ2B block: BAZ2B (human) inhibition; AlphaScreen BAZ2B-H3K14Ac peptide displacement; Potency, µM (series often up to 114 µM), without a hit: at the highest dose activity change, negative = inhibition, actives largely listed as inhibitors; hit rate 4.4% among 360,000; further: potency means the concentration at half of the fitted maximal effect; on the % scale 0 is the no-effect control and ±100 the full control effect; nearly all actives have a fitted effect of over 60% in size
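In this displacement format the biotinylated H3(5-23) peptide acetylated at Lys14 serves as ligand at 50 nM, with BAZ2B at 50 nM in PBS pH 7.4 containing 0.01% Tween-20. Donor and acceptor beads are 10 ug/mL final.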
ERG Ets-DNA blk: blocks human ERG Ets domain binding to DNA | fluorescence polarization, His-ERG Ets domain / labelled DNA | Potency, µM (titrated, usually from 76.9 µM), inactives show at the highest dose FP activity, negative = inhibition, hits mostly inhibitors | hit rate 0.028% among 370,000 | AID 624246 | P11308; active means well fitted inhibition curve with a large enough effect in the polarisation, with a control signal flat; inconclusive means small, poorly fitted or top-dose-only effect, or effect the other way, or a change in a side signal; inactive means no such curve, though single readings can be large or run the other way; the % refers to the polarisation;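 further: polarization taken with two DNA probes labelled with fluorescein and Texas red; potency means the concentration at half of the fitted maximal effect; % of control where 0% means no effect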
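His-tagged ERG Ets domain (1 uM in the protein solution; 300mM KCl, 50mM Tris-HCl, 1mM EDTA, 1mM DTT, pH 7.5) received compound, then a probe mix of 5 nM fluorescein-DNA and 100nM Texas-615-DNA. Fluorescence polarization was read for both dyes.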
RGS4 inhibitor: inhibitors of human regulator of G protein signaling 4; P49798; Potency, µM (highest dose often 114 µM), inactives show at the highest dose activity change, negative = inhibition, actives largely listed as inhibitors; hit rate 0.039% among 390,000; AID 504845; Transcreener GDP fluorescence polarization, RGS4-accelerated GTP hydrolysis; further: potency means the concentration at half of the fitted maximal effect; on the % scale 0 is the no-effect control and ±100 the full control effect; nearly all actives have a fitted effect of over 75% in size; some results filed as inactive show a strong effect at the top dose
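MLSMR compounds (23 nl, pin-transferred) preincubated 10 min at room temperature with a 500nM (2x) first reagent, then RGS4 at 900nM (2x) plus Transcreener GDP mix added; fluorescence polarization (620/688 nm) read before and after 90 min at 30 °C.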
PI4K2A inh: blocks human PI4K2A kinase activity; Q9BTU6; purified PI4K2A, ADP-Glo luminescence, 1 h; active compounds read low; activity change, negative = inhibition, % at 76.9 µM; hit rate 0.13% among 420,000; AID 1346378; in the data active means activity change below about -50%; inconclusive means mostly about -30% to -49%;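 further: -100% = wells without enzyme as full effect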
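PI4K2A activity was measured by ADP-Glo luminescence: enzyme (4 ug/mL stock) and phosphatidylinositol (1.2 mM stock) in Tris pH 7.5/MgCl2/EGTA/Triton X-100 buffer were reacted with ATP (300 microM stock) for one hour at ambient temperature.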
HP1b binding inh: blocks HP1-beta chromodomain binding to methylated histone tails | AlphaScreen HP1-beta / biotin-H3K9me3 peptide binding | Potency, µM (series often up to 114 µM), without a hit: at the highest dose activity change, negative = inhibition, actives largely listed as inhibitors | P83916 | hit rate 0.56% among 390,000; further: potency means the concentration at half of the fitted maximal effect; nearly all actives have a fitted effect of over 70% in size; inactives centre near 23
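AlphaScreen: HP1-beta (50 nM) preformed 30 min with biotin-H3(1-18)K9me3 peptide (50 nM) in PBS pH 7.4, 0.01% Tween-20. Compound added for 30 min at RT, then streptavidin donor/nickel chelate acceptor beads (10 ug/mL) for 30 min.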
GLS inhibitor: glutaminase GLS (human) inhibition | O94925 | GLS enzymatic activity, qHTS titration | Potency, µM (highest dose often 45.5 µM), without a hit: top-dose activity change, negative = inhibition, hits mostly inhibitors | hit rate 0.21% among 410,000; further: potency means the concentration at half of the fitted maximal effect; on the % scale 0 is the no-effect control and ±100 the full control effect
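Two-point fluorescence kinetic (t0, 30 min RT) for hKGA; glutamate detected via glutamate oxidase–HRP–Amplex Red. Substrate: 1 mM L-glutamine solution; buffer 45 mM KH2PO4, pH 8.2.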
12-LOX inh: inhibitors of human 12S-lipoxygenase ALOX12. P18054. purified 12hLO, xylenol orange hydroperoxide absorbance. Potency, µM (highest dose often 108 µM), without a hit: at the top dose activity change, negative = inhibition, actives largely listed as inhibitors. hit rate 1.1% among 580,000; further: potency means the concentration at half of the fitted maximal effect; on the % scale 0 is the no-effect control and ±100 the full control effect
Target sequence (P18054 whole entry, looked up): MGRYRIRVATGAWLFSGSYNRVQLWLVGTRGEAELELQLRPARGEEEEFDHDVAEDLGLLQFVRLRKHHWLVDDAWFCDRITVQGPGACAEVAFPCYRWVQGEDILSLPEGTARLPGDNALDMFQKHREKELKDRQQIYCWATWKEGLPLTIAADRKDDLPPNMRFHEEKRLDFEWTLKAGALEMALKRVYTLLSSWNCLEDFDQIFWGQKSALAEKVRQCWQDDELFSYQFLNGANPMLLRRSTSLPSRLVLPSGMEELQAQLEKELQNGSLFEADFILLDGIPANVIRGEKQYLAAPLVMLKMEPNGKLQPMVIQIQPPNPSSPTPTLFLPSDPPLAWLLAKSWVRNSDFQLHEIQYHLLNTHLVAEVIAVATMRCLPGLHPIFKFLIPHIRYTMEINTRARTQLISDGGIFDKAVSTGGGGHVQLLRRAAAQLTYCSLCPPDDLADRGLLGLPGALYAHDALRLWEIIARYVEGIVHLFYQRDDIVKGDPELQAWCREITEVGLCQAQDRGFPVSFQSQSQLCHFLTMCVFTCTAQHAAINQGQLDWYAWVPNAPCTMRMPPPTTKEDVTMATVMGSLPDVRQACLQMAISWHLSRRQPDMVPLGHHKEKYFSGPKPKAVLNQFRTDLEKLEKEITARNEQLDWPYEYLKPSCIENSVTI
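Purified human 12hLO (150 nM final) in 25 mM Hepes, 0.01% Triton X-100, pH 7.0 was preincubated 15 min at room temperature with compound. Then 40 uM arachidonic acid was added, 30 min. Hydroperoxide was read by Fe-XO absorbance ratio 573/405 nm.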
G9a inh: G9a (human) methyltransferase inhibition | Q96KQ7 | G9a H3K9 monomethylation, AlphaScreen, 2 h | Potency, µM (highest dose often 102 µM), inactives show at the highest dose activity, negative = inhibition, hits mostly inhibitors | hit rate 8.8% among 350,000 | AID 504332; further: potency means the concentration at half of the fitted maximal effect; on the % scale 0 is the no-effect control and ±100 the full control effect; nearly all actives have a fitted effect of over 75% in size
Target sequence (Q96KQ7 913-1193 limits assumed): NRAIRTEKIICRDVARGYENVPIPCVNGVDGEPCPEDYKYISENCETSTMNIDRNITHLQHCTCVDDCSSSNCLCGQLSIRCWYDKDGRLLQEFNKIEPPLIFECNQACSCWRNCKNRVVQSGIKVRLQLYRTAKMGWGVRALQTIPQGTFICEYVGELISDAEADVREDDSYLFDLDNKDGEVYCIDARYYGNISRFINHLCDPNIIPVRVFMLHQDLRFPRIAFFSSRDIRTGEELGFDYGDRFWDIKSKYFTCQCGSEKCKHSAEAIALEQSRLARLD
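G9a (20 nM) was preincubated 15 min with compound, then reacted 2 h at room temperature with 500 nM biotin-H3K9 peptide and 20 µM SAM. Monomethyl-H3K9 detected by AlphaScreen using anti-H3K9me1 antibody.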
Active calls of the source: *; u = inconclusive; x = no result given; & = joins results of further samples; [ ] = dose if it differs, or a comment. Unless noted, the call rests on the fitted dose curve; in most records, active means well fitted curve in the direction sought with a large enough effect; inconclusive means small, poorly fitted or top-dose-only effect, or another doubt; inactive means no such curve, though single readings can be large; an effect the other way counts as inactive or inconclusive.

compound,JMJD2A Tudor,BAZ2B block,ERG Ets-DNA blk,RGS4 inhibitor,PI4K2A inh,HP1b binding inh,GLS inhibitor,12-LOX inh,G9a inh
O=C(Oc1ccccc1Cl)c1ccc(-n2cncn2)nc1,4%,-3%,11%,-12%,4,29%,-3%,-3%,6%[59 µM]
O=C(Cn1nc(-c2cccc(Cl)c2)ccc1=O)Nc1ccc(C(=O)NC2CC2)cc1,-11%,-4%,-4%,-10%,0,21%,u,-14%,-2%
COc1cccc2cc(C(=O)NCc3ccccc3)c(=N)oc12,-11%,u,-8%,-4%,5,12%,-2%,-25%,23%
O=C(NCC(c1ccco1)S(=O)(=O)c1cccs1)c1ccc(F)c(F)c1 (stereo unspecified),-2%,0%,-2%,1%,-2,26%,3%,-15%,8%[59 µM]
Cc1ccc(N(CC(=O)NC(C)(C)C)C(=O)CNC(=O)c2cccs2)cc1,-4%,-15%,0%,-9%,0,19%,-3%,-14%,x
OCCNC(=S)NCc1ccccc1,5%,-1%,5%,15%,1,46%[activator],0%,13%,x
CCn1cnc2c1c(=O)n(CC(=O)NCC(F)(F)F)c(=O)n2Cc1ccccc1,-15%,x,3%,-24%,1,27%,-6%,-35%,-1%
Cc1noc(C)c1-c1nc(CSc2ccccc2)no1,91%[activator],63%[activator],15%,-4%,-1,108%[activator],-5%,3%,99%[activator]
COc1cccc(OC)c1-c1nn2c(-c3ccccc3Cl)nnc2s1,-23%,-8%,-10%,-33%,-2,-8%,-4%,0%,u
Cc1cc(C(=O)NCCCOC(C)C)c2ccccc2n1,0%,3%[57.1 µM],-17%,-4%,1,34%,-7%,3%&10%,26%[59 µM]
OCC1(Cc2ccccc2)CCN(CCCC2CCCC2)CC1,-14%,-20%,-8%,29%,2,36%,8%,u,-17%
Cc1ccc2nc(NCc3ccccc3)c(C=NCc3ccccc3)c(=O)n2c1,13%,4%,-12%,3%,-1,43%[activator],2%,1%,33%[activator]
Cc1ccccc1C(=O)Nc1ccnc(-c2ccncc2)n1,-5%,-2%,-5%,-14%,3,31%,-6%,-9%,6%
CCOc1ccc(-c2nnn(CC(=O)N3CCN(c4ccc(OC)cc4)CC3)n2)cc1OCC,-19%,6%,9%,-9%,10,-4%,9%,-14%,-3%
O=C(COC(=O)c1ccc([N+](=O)[O-])s1)NNC(=O)c1ccccc1,-2%,x,4%,7%,-7,33%[activator],15%,x,x
COc1ccc(C(=O)NCc2csc(C)n2)cc1OC1CCN(C(C)=O)CC1,0%,x,u,-31%,-1,26%,3%,12%,x
Cn1c(=O)c2c(SCC(=O)NCCc3ccccc3)nc(C3CC3)nc2n(C)c1=O,-12%,0%,-3%,-4%,-4,30%,-19%,x,x
COCCn1c(SCC(=O)Nc2ccc(Cl)cn2)nc2ccccc21,-4%,2%,-11%,1%,-2,41%[activator],-2%,1%,9%
CCC(=O)N1c2ccccc2CC1C(=O)NCCN1CCN(c2cccc(C)c2C)CC1 (stereo unspecified),-24%,-25%,7%,-10%,-3,-2%,5%,-15%,2%[59 µM]
Cc1cccc(NC(=S)NC2CCCC2)n1,-27%,u,11%,-18%[56.9 µM],5,29%,-5%,45µM*,-117%
C=C1CC2C(CCC3(C)C2CCC3(O)C(C)=O)C2(C)CCC(=O)C=C12 (stereo unspecified),3%,-5%,-3%,-9%,0,33%,-7%,5%,x
CC(=O)Nc1ccc2c(c1)C(=O)c1ccccc1C2=O,-15%,-28%,3%,11%,7,8%,4%,-9%,-33%[59 µM]
CCN(CC)CC(C)CNC(=O)CC(C(=O)N1CCc2ccccc21)n1ccnc1 (stereo unspecified),-25%,7%,-6%,14%,0,1%,14%,-1%,11%[59 µM]
CCOC(=O)C1=C(C)N=C2SCCC(=O)N2C1c1sccc1C (stereo unspecified),-6%,-5%,-2%,7%,2,40%[activator],14%,26%,-20%[59 µM]
CCc1ccccc1NC(=O)CN1C(=O)C2CCCN2c2ccc(S(=O)(=O)N(CC)CC)cc21 (stereo unspecified),-3%,-3%,3%,-18%,1,10%,-2%,-15%,u
Cc1ccccc1Nc1nc(N)nc(COC(=O)c2cccc(S(=O)(=O)NCc3ccccc3)c2)n1,-17%,-8%,7%,-9%,2,21%,1%,4%,5%[59 µM]
COc1cccc(OCC(=O)Nc2ccccc2C(N)=O)c1,-21%,6%,-25%,4%,7,15%,-2%,6%,7%[12.7 µM]
O=C(OCc1cccc2ccccc12)c1ccc2c(=O)[nH]c(CN3CCOCC3)nc2c1,-2%[57.1 µM],-6%,-4%,2%[56.9 µM],-4,54%[activator],-3%,0%,-33%
Nc1ccc(C(=O)OCc2ccncc2)cc1[N+](=O)[O-],-25%,-12%,-7%,-10%,-2,14%,0%,-7%,0%
COc1ccccc1C(NC(C)=O)c1cc(Cl)c2cccnc2c1O (stereo unspecified),u,-13%,1%,3%,4,36%,-10%,12%,18%
Cc1ccc(NC(=O)N2Cc3ccccc3CC2C(=O)NC(C)(C)C)cc1 (stereo unspecified),-3%,-6%,-5%,8%,5,41%,0%,u,12%
CCCc1cc(=O)[nH]c(SCC(=O)c2c(N)n(C)c(=O)n(C)c2=O)n1,-6%,-4%,1%,3%,-2,17%,6%,-3%,-30%[59 µM]
CC(C)CN1C2CCCC1CC(NC(=S)NCc1ccco1)C2 (stereo unspecified),-20%,-30%,u,-2%,4,36%,1%,-11%,1%[59 µM]
Cc1ccc2nc(SCC(=O)N/N=C/c3ccc(C(=O)O)cc3)cc(C)c2c1,1%,-28%,2%,-9%,2,27%,-3%,14%,0%
CCC(=O)c1cc(Br)ccc1OCC(=O)N1CCN(S(=O)(=O)c2ccccc2)CC1,-12%,x,-15%,11%,1,18%,4%,-14%,x
CC(C)(C)S(=O)(=O)/C(C#N)=N/Nc1ccc(C#N)cc1,-23%,71µM*,11%,2%,-5,22%,6%,21%,-34%
O=[N+]([O-])c1cccc(N=Cc2ccccc2)c1,-15%,x,-6%,-9%,2,22%,-3%,-4%,x
COCC(=O)N1CCCC(C(=O)c2ccc(-c3ccccc3)cc2)C1 (stereo unspecified),-21%,u,11%,-13%,-1,23%,-1%,3%,10%
Cc1cccc(N2CCCn3c2nc2c3c(=O)n(CCN3CCOCC3)c(=O)n2C)c1,-27%,10%,-3%,25%,1,22%,-2%,1%,-4%[59 µM]
CCOc1ccccc1OC(=O)c1ccco1,-21%,12%,11%,5%,1,16%,-1%,-2%,19%[59 µM]
CCc1ccc(N2CC(C(=O)N3CCCC3)CC2=O)cc1 (stereo unspecified),-4%,7%,-3%,10%,3,4%,-9%,-9%,u
Cc1ccc(S(=O)(=O)N2CCC[C@H]2C(=O)NCc2ccccc2Cl)cc1,-6%,x,-8%,-13%,3,38%,-3%,-9%,x
CCN(CC)S(=O)(=O)c1ccc(C(=O)N2CCN=C2SC)cc1,-11%,5%,-1%,21%,-2,32%,7%,9%,-12%
Cc1ccc(Cl)cc1N1CCN(C(=O)COc2ccc(S(=O)(=O)NC(C)C)cc2)CC1,-22%,5%,12%,-6%,1,19%,12%,-1%,u
CC(C)(C)OC(=O)N(CCc1ccccc1)Cc1ccccc1OCc1cccc(NC(=O)C2CCCC2)c1,-5%,x,17%,2%,-2,30%,-2%,-27%,x
O=C(Nc1cccc(F)c1)c1ccco1,-8%,7%,0%,0%,3,26%,3%,4%,x
CCc1n[nH]c2c1/C(=N/O)CCC2,10%,-6%,0%,-2%,24,46%[activator],13%,18%,15%[59 µM]
O=C(Cc1coc2ccc3ccccc3c12)N1CCN(c2ncccn2)CC1,-20%,-30%,9%,-29%,-5,30%,-6%,-4%,-30%[59 µM]
CCOn1c(=O)c(-c2cccs2)[n+]([O-])c2ccccc21,-6%,-1%,x,-31%,9,26%,0%,21%,9%[59 µM]
Cc1ccc(Oc2ccccc2)c(NC=O)c1,6%,-4%,3%,-19%,8,24%,-12%,7%,0%
COc1ccccc1N1CCN(C(=O)C2C3C=CC4(CN(Cc5ccccc5Cl)C(=O)C24)O3)CC1 (stereo unspecified),-13%,11%,3%,19%,1,12%,12%,21%,-14%[59 µM]
O=C(COC(=O)/C=C/c1nc2ccccc2s1)Nc1ccccc1Oc1ccccc1,-32%,-4%,1%,10%,11,-5%,1%,-22%,7%[59 µM]
CC1CCCC(NC(=O)CN(C)S(=O)(=O)c2cnc[nH]2)C1C (stereo unspecified),-9%,3%,8%,6%,6,21%,0%,-12%,5%

Printed as active in 12-LOX inh, of those listed so far:
compound,JMJD2A Tudor,BAZ2B block,ERG Ets-DNA blk,RGS4 inhibitor,PI4K2A inh,HP1b binding inh,GLS inhibitor,12-LOX inh,G9a inh
Cc1cccc(NC(=S)NC2CCCC2)n1,-27%,u,11%,-18%[56.9 µM],5,29%,-5%,45µM*,-117%

Only part of the results is shown; the hit share may differ from the screen's.
